Bioassay records: PubChem BioAssay, several laboratories
NR1D1 modulator: modulators of human Rev-erb alpha DNA binding | P20393 | activity, % at 10 µM | 370,000 compounds, 0.79% hits | Rev-erbα–FITC-DNA binding, fluorescence polarization, 90 min;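 active = activity above about 14%, limit read from the data; passing the limit was not always enough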;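 note: 0% = DMSO wells with 35 nM protein and 100% = DMSO wells with 750 nM protein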
LEDGF integ inh: blocks HIV-1 LEDGF/p75-dependent DNA integration | TR-FRET IN-LEDGF/p75 DNA integration, Eu/Cy5 | 370,000 compounds, 0.64% hits | inhibition, % at 3.7 µM | AID 743269;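 active = inhibition above the screen-wide mean plus 3 SD, cut at about 13% in these data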;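 note: signal is the Cy5 over europium emission ratio at 671 and 618 nm; 0% = plate median of compound wells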
rCAG binder: r(CAG) repeat RNA binding; TO-PRO-1 dye displacement fluorescence; AID 651821; inhibition, % at 3 µM; 370,000 compounds, 1.3% hits;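 active = inhibition above the plate cutoff, the mean of all test compounds on that plate plus 3 SD, cut at about 35% in these data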;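 note: 0% = DMSO alone and 100% = 100 µM mitoxantrone as full dye displacement; higher means more dye released from RNA so lower well fluorescence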
mABHD4 FP: ABHD4 (mouse) inhibition, primary FP screen; purified mABHD4, FP-Rh probe fluorescence polarization; inhibition, % at 8.92 µM; 370,000 compounds, 0.54% hits; Q8VD66;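 active = inhibition exceeding the mean over every tested compound plus 3 SD, cut at about 30% in these data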;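 note: 0% = plate median of compound wells and 100% = S159A mutant with DMSO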
Target sequence (Q8VD66 whole entry, looked up): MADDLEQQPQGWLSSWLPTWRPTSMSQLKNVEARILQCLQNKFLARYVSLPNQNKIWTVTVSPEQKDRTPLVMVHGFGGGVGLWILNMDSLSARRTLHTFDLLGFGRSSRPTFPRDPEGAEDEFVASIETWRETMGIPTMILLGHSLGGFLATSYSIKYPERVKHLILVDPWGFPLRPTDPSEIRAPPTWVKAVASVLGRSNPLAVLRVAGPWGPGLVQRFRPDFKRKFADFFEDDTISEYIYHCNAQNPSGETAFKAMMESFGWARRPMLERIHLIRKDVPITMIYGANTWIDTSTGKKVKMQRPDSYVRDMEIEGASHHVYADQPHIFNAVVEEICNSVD
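Test system: mouse ABHD4 enzyme, wild type. Reagent: FP-Rh fluorescent activity-based probe, added after compound pre-incubation. Timing: pre-incubation 45 min, probe exposure 60 min, at 25 °C. Technique: FP readout, ex 525 nm / em 598 nm. Benchmarks: high control S159A mutant with DMSO, low control median of compound wells.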
TCR-CD3 inh: inhibitors of human TCR-CD3 interaction | TAMRA-labeled TCR probe fluorescence, biochemical | inhibition, % at 9.4 µM | 360,000 compounds, 0.37% hits | AID 651800; in the data active = inhibition above about 19%;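 note: recombinant mutant TCR 2C K166C tagged with TAMRA read by polarization; 0% = receptor in buffer alone and 100% = receptor with positive control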
HTRA1 inhibitor: HTRA1 (human) protease inhibition | recombinant HTRA1, FP-rhodamine activity-based probe, fluorescence polarization | Q92743 | AID 504803 | inhibition, % at 5.96 µM | 340,000 compounds, 0.5% hits; in the data active = inhibition above about 36%;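 note: 0% = enzyme with DMSO and 100% = wells lacking enzyme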
PG9 binder: small molecules binding HIV-1 gp120 antibody PG9; AID 624416; 360,000 compounds, 0.43% hits; inhibition, % at 6.7 µM; TR-FRET gp120-PG9 antibody binding; in the data active = inhibition above about 8.5%
UHRF1 binding: UHRF1 methyl-DNA binding inhibition; UHRF1 binding to methylated oligo, TR-FRET; inhibition, % at 4.4 µM; 370,000 compounds, 0.75% hits; Q96T88; in the data active = inhibition above about 21%;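 note: UHRF1 SRA domain binding a hemimethylated CpG hairpin DNA probe; 0% = median of test compound wells and 100% = reference inhibitor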
PRMT1 FP inh: inhibitors of human PRMT1. Q99873. AID 652257. recombinant PRMT1, activity-based probe fluorescence polarization. inhibition, % at 2.79 µM. 370,000 compounds, 1.3% hits;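 active = inhibition above about 21% made by adding two undisclosed values, limit read from the data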
MBD2 DNA inh: MBD2-methylated oligo binding inhibition. inhibition, % at 4.4 µM. AID 686964. 370,000 compounds, 0.31% hits. TR-FRET, MBD2 binding to methylated oligonucleotide. Q9UBB5; in the data active = inhibition above about 13%
Target sequence (Q9UBB5 whole entry, looked up): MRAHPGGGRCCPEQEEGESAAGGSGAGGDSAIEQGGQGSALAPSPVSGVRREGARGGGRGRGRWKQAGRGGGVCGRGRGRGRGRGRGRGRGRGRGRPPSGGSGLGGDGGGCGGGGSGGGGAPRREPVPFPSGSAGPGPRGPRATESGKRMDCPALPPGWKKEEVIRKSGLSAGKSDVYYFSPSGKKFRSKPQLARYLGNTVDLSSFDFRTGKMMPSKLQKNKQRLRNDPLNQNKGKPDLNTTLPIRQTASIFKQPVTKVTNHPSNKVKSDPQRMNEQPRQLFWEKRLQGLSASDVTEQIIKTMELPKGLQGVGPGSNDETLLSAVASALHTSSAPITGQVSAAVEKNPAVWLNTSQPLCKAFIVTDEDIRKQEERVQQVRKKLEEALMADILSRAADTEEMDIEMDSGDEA
* marks the source's active call; other numbers are inactive results; · = no result given. This is a subset; count on the stated rates, not on these rows.

The first 2 records, ahead of the listing:
#	SMILES	PRMT1 FP inh	UHRF1 binding	HTRA1 inhibitor	LEDGF integ inh	mABHD4 FP
1	COC(=O)c1cc(Cl)c(NC(=O)c2ccc(C(C)(C)C)cc2)cc1OC	-1	1	-36	-2	-4
2	CCC1(c2ccccc2)NC(=O)N(Cc2ccc(C(=O)OC)cc2)C1=O (stereo not drawn)	-4	-3	6	4	-2

#	rCAG binder	TCR-CD3 inh	NR1D1 modulator	MBD2 DNA inh	PG9 binder
1	0	-7	-4	2	-0.2
2	-2	7	8	2	0.9

The list itself, from the first entry:
#	SMILES	PRMT1 FP inh	UHRF1 binding	HTRA1 inhibitor	LEDGF integ inh	mABHD4 FP
1	COC(=O)c1cc(Cl)c(NC(=O)c2ccc(C(C)(C)C)cc2)cc1OC	-1	1	-36	-2	-4
2	CCC1(c2ccccc2)NC(=O)N(Cc2ccc(C(=O)OC)cc2)C1=O (stereo not drawn)	-4	-3	6	4	-2
3	CC(C)NC(=O)Cn1cc(C(=O)C(=O)N2CCOCC2)c2ccccc21	3	0	1	1	13
4	CS(=O)(=O)c1ccccc1-c1nnc(-c2ccc(Cl)cc2)o1	-3	-1	-3	6	-3
5	Cc1cc(C)cc(NC(=O)C2CCN(S(=O)(=O)c3ccc4[nH]c(=O)ccc4c3)CC2)c1	-2	-12	-8	-1	-15
6	COc1ccc(NC(=O)/C(C#N)=C\c2cc(C)n(-c3ccc4c(c3)OCO4)c2C)cc1	3	1	-21	1	-4
7	Cc1c(N=Cc2nc3ccccc3n2C)c(=O)n(-c2ccccc2)n1C	-1	-4	1	0	4
8	COc1ccccc1Nc1nnc(SCC(=O)c2c(N)n(C3CC3)c(=O)[nH]c2=O)s1	-1	1	-2	1	5
9	Cc1noc(C)c1S(=O)(=O)N(CC(=O)Nc1ccc2c(c1)OCO2)c1ccc(C(C)C)cc1	2	-1	-7	-2	2
10	COCCN(C(=S)Nc1cccc(OC)c1)C(C)c1cccs1 (stereo not drawn)	-1	-7	0	2	-3
11	CC1=CC(C)(C)N(C(=O)CSc2nnc(N)s2)c2c(C)cc(C)cc21	4	2	35	0	-6
12	Cc1cc(C)c(C)c(S(=O)(=O)NCc2cccnc2)c1C	-2	-3	2	1	-1

#	rCAG binder	TCR-CD3 inh	NR1D1 modulator	MBD2 DNA inh	PG9 binder
1	0	-7	-4	2	-0.2
2	-2	7	8	2	0.9
3	-3	2	1	-3	-0.3
4	-5	2	-4	-6	-3.4
5	10	8	6	1	13*
6	6	8	-1	-2	-2.0
7	-4	6	-2	-3	-3.5
8	3	-2	-7	4	-1.9
9	3	3	-5	5	0.6
10	0	8	3	1	0.0
11	-1	-1	1	-1	0.6
12	-3	1	-2	-3	-2.0

(more compounds)
#	SMILES	PRMT1 FP inh	UHRF1 binding	HTRA1 inhibitor	LEDGF integ inh	mABHD4 FP
13	O=C(N[C@H](Cc1ccccc1)C(=O)NCc1cccc2ccccc12)[C@H]1O[C@@H](n2ccc(=O)[nH]c2=O)[C@H](O)[C@@H]1O	0	0	·	0	-6
14	Cc1ccc(C(O)c2ncc(-c3ccc(Cl)cc3)[nH]2)cc1 (stereo not drawn)	-2	0	·	2	5
15	O=C1NC[C@H](CCCCN2C[C@H](Cc3ccc(O)cc3)N(Cc3ccccc3)C(=O)C2=O)N(CCc2ccccc2)C1=O	-3	0	·	-4	-2
16	COc1ccc(CCNC(=O)CSc2nc3ccsc3c(=O)n2CC2CCC(C(=O)O)CC2)cc1OC (stereo not drawn)	0	-1	3	0	1
17	O=C(Nc1ccccc1)Nc1snnc1C(=O)Nc1cccc(O)c1	0	14	-44	-6	-64
18	NC(=O)c1ccc(OCC(F)(F)F)nc1	3	1	10	-1	-3
19	COc1ccc(-c2nc(NC(=O)CSCCO)sc2C)cc1	-5	-1	1	1	-1
20	CC(C)CNC(=O)NC(=O)COc1ccc(C=O)cc1	-2	3	4	4	-8
21	Clc1cccc(Cl)c1CSc1cc2c(nn1)-c1ccccc1CC2	-1	-2	1	-1	0
22	CC12CCC3c4ccc(O)cc4CCC3C1CC(O)C2O (stereo not drawn)	-3	1	-2	3	-11
23	Cc1nn(-c2ccc3ccccc3c2)c(=O)c2ccccc12	-2	-2	-11	-1	-3
24	Cc1ccc(COC(=O)c2cc([N+](=O)[O-])ccc2N2CCOCC2)cc1	5	0	-15	0	-7

#	rCAG binder	TCR-CD3 inh	NR1D1 modulator	MBD2 DNA inh	PG9 binder
13	4	-1	-2	0	-0.5
14	2	-2	5	4	-0.3
15	3	1	-2	-4	1.5
16	3	4	-7	-2	-0.6
17	19	8	0	0	-0.1
18	-2	0	8	-3	0.8
19	-1	-3	2	-6	-0.1
20	0	1	-4	-2	-1.2
21	10	4	-2	-3	-1.5
22	1	5	4	3	0.9
23	0	-4	4	-4	-0.5
24	-6	-8	4	-3	0.7

Next section:
#	SMILES	PRMT1 FP inh	UHRF1 binding	HTRA1 inhibitor	LEDGF integ inh	mABHD4 FP
25	Cc1ccc(NC(=O)NCC(c2cccnc2)N2CCOCC2)cc1 (stereo not drawn)	0	-1	0	3	5
26	Cc1ccc(C(=O)CCC(=O)Nc2ccc(C)cn2)cc1	-6	29*	-2	5	0
27	CC(C)OC(=O)CCC(=O)Nc1nc2ccccc2s1	-1	1	-2	5	5
28	COc1ccc(Cc2nnc(NC(=O)c3cccs3)s2)cc1OC	0	1	4	0	5
29	Nc1nc2c(Cl)ccc(Cl)c2s1	-4	-3	-4	-1	-4
30	CCOC(=O)c1ccc(S(=O)(=O)NC2CCC(C)CC2)cc1 (stereo not drawn)	0	-1	-4	-1	-2
31	Cc1ccnc(NC(=O)COc2ccc(Cl)cc2)n1	-6	0	2	-1	0
32	CCOC(=O)N1CCC(NC(=O)Cn2ncc3c2-c2cc(C)ccc2OC3)CC1	-1	2	5	-2	2
33	CN(C)CCNC(=O)C(=O)NCC1OCCN1S(=O)(=O)c1cc(F)ccc1F (stereo not drawn)	-2	0	-2	0	-6
34	COc1cc2c(C(=O)N3CCN(C)CC3)c(C)n(-c3ccccc3)c2cc1Br	3	2	-2	-2	-9
35	CC(C)CC#Cc1ccc2c(c1)O[C@H](CN(C)C(=O)Cc1ccncc1)[C@H](C)CN([C@H](C)CO)S2(=O)=O	-2	11	-7	-3	-5
36	CCNc1nc(=S)nc(NC(C)C)[nH]1	11	2	6	2	2

#	rCAG binder	TCR-CD3 inh	NR1D1 modulator	MBD2 DNA inh	PG9 binder
25	2	4	3	-6	-1.1
26	0	-3	0	-4	-0.9
27	-4	0	3	0	-0.1
28	-3	-6	-6	4	-0.9
29	-3	-1	0	-2	1.8
30	0	1	2	-3	0.6
31	1	8	-2	-1	-0.1
32	0	1	-3	-1	-0.5
33	2	3	3	-3	-0.7
34	-1	-8	1	8	0.2
35	4	4	-4	3	-0.4
36	1	1	4	5	-1.5

Shown with values under each structure: 6 of the compounds above
The line under a structure holds: PRMT1 FP inh | UHRF1 binding | HTRA1 inhibitor | LEDGF integ inh | mABHD4 FP | rCAG binder | TCR-CD3 inh | NR1D1 modulator | MBD2 DNA inh | PG9 binder
29. Nc1nc2c(Cl)ccc(Cl)c2s1
  -4 | -3 | -4 | -1 | -4 | -3 | -1 | 0 | -2 | 1.8
30. CCOC(=O)c1ccc(S(=O)(=O)NC2CCC(C)CC2)cc1 (stereo not drawn)
  0 | -1 | -4 | -1 | -2 | 0 | 1 | 2 | -3 | 0.6
31. Cc1ccnc(NC(=O)COc2ccc(Cl)cc2)n1
  -6 | 0 | 2 | -1 | 0 | 1 | 8 | -2 | -1 | -0.1
32. CCOC(=O)N1CCC(NC(=O)Cn2ncc3c2-c2cc(C)ccc2OC3)CC1
  -1 | 2 | 5 | -2 | 2 | 0 | 1 | -3 | -1 | -0.5
33. CN(C)CCNC(=O)C(=O)NCC1OCCN1S(=O)(=O)c1cc(F)ccc1F (stereo not drawn)
  -2 | 0 | -2 | 0 | -6 | 2 | 3 | 3 | -3 | -0.7
34. COc1cc2c(C(=O)N3CCN(C)CC3)c(C)n(-c3ccccc3)c2cc1Br
  3 | 2 | -2 | -2 | -9 | -1 | -8 | 1 | 8 | 0.2

Later entries:
#	SMILES	PRMT1 FP inh	UHRF1 binding	HTRA1 inhibitor	LEDGF integ inh	mABHD4 FP
37	Cc1nn(-c2ccccc2)nc1C(=O)NN	0	2	-23	-5	-16
38	COCCNC(=O)C(c1ccco1)N(Cc1ccc(OC)cc1)C(=O)Cn1nnc2ccccc21 (stereo not drawn)	1	3	-4	-3	-2
39	N#Cc1cc(-c2ccccc2)nnc1Sc1ccc(F)cc1	1	0	-2	7	1
40	CSc1cccc(CN2CCCC(CO)(Cc3cccc(Cl)c3)C2)c1 (stereo not drawn)	1	1	-14	-1	-2
41	CN(c1ccccc1)C1CCCCC1NS(=O)(=O)c1ccc(Cl)cc1 (stereo not drawn)	0	-2	-22	1	-5
42	COc1nnc(-c2ccc(N3CCOCC3)c(NC(=O)c3ccc(C)cc3)c2)c2ccccc12	-1	3	-5	1	-6
43	CC1CC(=O)N(c2ccc(Br)cc2)C(=O)C1	5	0	4	3	4
44	O=S(=O)(c1cccc(Cl)c1Cl)N1CCN(C(=S)NCCCN2CCOCC2)CC1	2	0	7	2	11
45	N#C/C(C(=O)c1ccccc1)=C1/CCCN1	-1	-2	1	1	5
46	O=S(=O)(c1ccc(F)cc1)N1CCCc2nc(-c3ccccc3)ccc21	-8	-2	·	2	-7
47	COc1ccc(CCNC(=O)CSc2ccc(-c3ccco3)nn2)cc1	1	-4	2	0	6
48	O=C(C1CCC(CNS(=O)(=O)c2ccc(F)cc2)CC1)N1CCOCC1 (stereo not drawn)	-3	2	2	-1	-4

#	rCAG binder	TCR-CD3 inh	NR1D1 modulator	MBD2 DNA inh	PG9 binder
37	0	-4	1	3	1.8
38	-6	1	-4	-4	0.1
39	-1	7	4	-1	-1.6
40	-4	-6	0	3	-0.6
41	-1	4	-4	1	-0.4
42	-2	-4	-1	2	0.8
43	8	-1	4	-5	-0.6
44	-4	10	5	1	-2.4
45	0	0	-4	-7	-3.0
46	2	0	5	-4	0.8
47	4	3	-2	-4	-2.1
48	-2	5	-2	-2	-0.5

Continued.
#	SMILES	PRMT1 FP inh	UHRF1 binding	HTRA1 inhibitor	LEDGF integ inh	mABHD4 FP
49	CC[N+](CC)(CC)CC(=O)Nc1ccc(SC(F)F)cc1	2	4	-1	1	1
50	Cc1ccc(S(=O)(=O)N2CCN(C(=O)COC(=O)CC(C)c3ccccc3)CC2)c(C)c1 (stereo not drawn)	-3	-2	-8	4	-5
51	OCCC1CN(Cc2ccc3nsnc3c2)CCN1CCc1ccccc1 (stereo not drawn)	-3	0	-4	1	6
52	CC1SC(c2cccc(Cl)c2)NC1=O (stereo not drawn)	8	-3	1	0	2
53	O=C(N/N=C/c1ccccc1O)c1ccncc1	-3	-2	7	-4	2
54	C=CCN(CC=C)C(=S)Nc1ccccc1	-2	4	0	-1	4

#	rCAG binder	TCR-CD3 inh	NR1D1 modulator	MBD2 DNA inh	PG9 binder
49	2	3	0	0	0.3
50	-5	4	7	-2	-0.3
51	-9	4	-4	-9	-3.8
52	7	-1	0	-2	1.3
53	1	-1	-1	3	-2.4
54	-1	0	4	3	1.0
